Bioassay records (PubChem BioAssay)
SKKanGAS inh: blocks kanamycin growth of S. pyogenes SKKanGAS strain | BacTiter-Glo, 6 h | inhibition, % at 7.5 µM | actives 1.3% (n = 300,000) | AID 1662;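 active means mean replicate score, as percent of positive control median, at least 50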;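 further: strain carries kanamycin resistance gene driven by streptokinase promoter and grows in 40 µg/ml kanamycin; loss of luminescence reflects streptokinase promoter inhibition or plain growth inhibition; 0% = median of DMSO wells and 100% = positive control at its reference dose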
RGS4 act: potentiators or activators of RGS4. HEK293 M3R/inducible RGS4, carbachol calcium flux Fluo4; active compounds read low. B-score at 10 µM. actives 0.92% (n = 310,000);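 active means B-score of the integrated calcium signal more than 4 SD below the library mean, with starting fluorescence not abnormally high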;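 further: negative B-score means reduced calcium response which marks RGS4 activation or potentiation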
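System: HEK293 FlpIn-TREx cells, stable M3R, doxycycline-inducible RGS4. Timing: overnight RGS4 induction, 30 min dye load 37 °C, 20 min compound RT. Also added: carbachol, ECmax concentration. Measured by: Fluo4 fluorescence kinetic imaging of calcium. Evaluation: integrated calcium ratio converted to B score.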
TRPC6 act: activates the mouse TRPC6 cation channel; AID 2550; actives 0.13% (n = 310,000); B-score at 10 µM; Q61143; HEK293-TRPC6 membrane potential dye fluorescence; active compounds read high;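 active means B-score of the integrated fluorescence ratio above library mean plus 3 SD, and starting fluorescence ratio within library mean plus 5 SD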;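 further: higher score means more depolarization so channel activation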
RGS4 inh: inhibitors of human RGS4; actives 0.45% (n = 310,000); P49798; AID 463165; B-score at 10 µM; HEK293 M3R/RGS4 inducible, Fluo-4 calcium flux; active compounds read high; triggered by carbachol at its EC20;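 active means B-score, a plate-corrected calcium signal, over three deviations above library mean, with baseline fluorescence within five deviations of library mean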;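 further: RGS4 expression induced by doxycycline in cells with stable M3 receptor; B-score is computed from the integrated fluorescence ratio over baseline after carbachol; higher B-score means a larger calcium signal and so more RGS4 inhibition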
Target sequence (P49798 whole entry, looked up): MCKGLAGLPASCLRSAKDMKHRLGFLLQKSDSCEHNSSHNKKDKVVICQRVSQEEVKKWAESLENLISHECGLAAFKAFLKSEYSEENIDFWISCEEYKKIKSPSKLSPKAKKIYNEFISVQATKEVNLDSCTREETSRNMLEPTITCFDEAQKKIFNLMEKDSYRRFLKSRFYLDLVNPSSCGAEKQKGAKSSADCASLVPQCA
TRPC6 inh: inhibitors of mouse TRPC6 channel; Q61143; HEK293-TRPC6, membrane potential dye, ACh-evoked depolarization; active compounds read low; B-score at 10 µM; actives 1.1% (n = 310,000); AID 2553;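 active means B-score under library mean minus 3 SD, initial fluorescence not abnormally high, positive integrated signal ratio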;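 further: B-score derived from integrated fluorescence ratio over the kinetic read; more negative B-score means stronger inhibition of depolarization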
MrgX1 antagonist: human MrgX1 receptor antagonism, primary screen | B-score at 10 µM | AID 588676 | actives 1.3% (n = 310,000) | Q96LB2 | MRGX1-HEK293 calcium flux, Fluo-4, BAM8-22 antagonism; active compounds read low;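 active means calcium-response B-score plate-corrected more than 3 library SD below zero, starting fluorescence within 5 deviations, no agonist response on first addition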;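 further: peak minus trough fluorescence over baseline after final BAM8-22 challenge near maximal dose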
Target sequence (Q96LB2 whole entry, looked up): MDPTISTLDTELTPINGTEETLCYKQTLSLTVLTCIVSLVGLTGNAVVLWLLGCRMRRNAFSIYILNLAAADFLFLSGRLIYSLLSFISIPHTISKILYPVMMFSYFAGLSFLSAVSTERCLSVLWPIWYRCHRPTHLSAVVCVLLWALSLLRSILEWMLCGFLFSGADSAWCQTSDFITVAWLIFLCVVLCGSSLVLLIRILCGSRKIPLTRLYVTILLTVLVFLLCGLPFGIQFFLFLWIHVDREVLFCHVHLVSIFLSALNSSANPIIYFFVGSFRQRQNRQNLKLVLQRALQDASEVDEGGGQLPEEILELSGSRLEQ
TRPC4 inh: TRPC4 (mouse) channel inhibition. actives 0.39% (n = 300,000). B-score at 10 µM. Q9QUQ5. HEK293 TRPC4beta/mu-opioid, DAMGO-evoked Fluo4 calcium flux; active compounds read low. AID 2247;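 active means B-score over 3 SD under the library average, no early fluorescence shift, positive overall ratio signal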
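Material: HEK293 cells with stable TRPC4beta plus mu-opioid receptor expression / Probe or stimulus: DAMGO in two steps, submaximal then maximal / Compound: single concentration per test compound / Technique: kinetic Fluo4 fluorescence imaging of calcium influx / Read-out: per-well B score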
HIF activator: HIF pathway transcriptional activation; activation, % at 7.5 µM (by protocol); AID 1910; U2OS HRE-luciferase reporter, luminescence; normalized: DMSO 0%, desferrioxamine 100%; actives 0.32% (n = 300,000);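 active means mean activation of at least 10% of the iron chelator positive control signal, with at least half of replicates also reaching 10%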
Platelet DG rel: modulates dense granule release in human platelets; human platelet-rich plasma, SFLLRN dense granule ATP release, luminescence; inhibition, %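 (compounds screened at 7.5 µM in platelet-rich plasma)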; actives 0.22% (n = 300,000);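 active means mean replicate score, as percent of positive control, at or above 50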
MrgX1 agonist: human MrgX1 receptor agonism, primary screen; Q96LB2; MrgX1-HEK293 cells, Fluo-4 calcium fluorescence, agonist mode; active compounds read high; B-score at 10 µM; actives 0.44% (n = 310,000);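 active means calcium response B-score plate-corrected fluorescence ratio at least 3 library SD, with starting fluorescence B-score inside 5 SD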
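Material: HEK293 cells stably expressing human MrgX1 receptor | Quantity: 15,000 cells per well | Times: Cells plated overnight, dye loaded 0.5 h 37 °C, 0.5 h room temperature | Measured by: Kinetic Fluo-4 NW fluorescence of intracellular calcium | Control set: Positive and negative controls per plate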
MrgX1 allo act: human MrgX1 positive allosteric modulation, primary screen; Q96LB2; MrgX1-HEK293, Fluo-4 calcium flux, FDSS; active compounds read high; B-score at 10 µM; actives 0.63% (n = 310,000); AID 588675;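 active means plate-corrected calcium response at least 3 library SD above typical, normal starting fluorescence, not activating the receptor alone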;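 further: compound read alongside a low EC10 to EC30 dose of BAM8-22 agonist; peak minus trough fluorescence over baseline measured at the second addition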
Numbers without * were called inactive; i = inactive; / = not tested or not shown.

SMILES	SKKanGAS inh	RGS4 act	TRPC6 act	RGS4 inh	TRPC6 inh	MrgX1 antagonist	TRPC4 inh	HIF activator	Platelet DG rel	MrgX1 agonist	MrgX1 allo act
CCOC(=O)c1c(S(=O)(=O)NCc2ccc(C)o2)c(C)n(C)c1C	-12	i	i	i	i	i	i	70*	-8	i	i
COC(=O)c1[nH]c2ccccc2c1Sc1ccccc1	3	i	i	i	i	i	i	3.3	-4	i	i
CCOc1ccccc1N1CC(C(=O)NCCc2ccc(S(N)(=O)=O)cc2)CC1=O (stereo not drawn)	2	i	i	i	i	i	i	-0.5	-3	i	i
Cc1cc(C=O)c(C)n1-c1sc2c(c1C(=O)O)CCCC2	5	i	i	i	i	i	i	-0.4	-1	i	i
O=C(N/N=C/c1nn(-c2ccccc2)cc1-c1ccccc1)c1ccncc1	-2	i	i	i	i	i	i	1.5	-5	i	i
O=C(Nc1nccs1)c1ccc2ccccc2c1	22	i	i	i	i	i	i	1.6	3	i	i
COc1ccccc1CCN=C(N)NS(=O)(=O)c1ccccc1	/	i	i	i	i	i	i	-0.3	-1	i	i
O=C(CNS(=O)(=O)c1ccccc1)OCC(=O)c1ccc([N+](=O)[O-])cc1	7	i	i	i	i	i	i	-0.5	9	i	i
CCS(=O)(=O)N1CCN(c2nc(-c3ccccc3)cs2)CC1	5	i	i	i	i	i	i	1.2	1	i	i
CN(C)c1ccc(C(c2nnnn2C(C)(C)C)N2CCc3ccccc3C2)cc1 (stereo not drawn)	-6	i	i	i	i	/	i	0.2	5	/	/
CSc1ccc(S(=O)(=O)NC2CCCCCC2)cc1	6	i	i	i	i	i	i	-0.1	0	i	i
COC(=O)CSc1nnc(-c2ccco2)n1-c1ccc(C)cc1	9	i	i	i	i	i	i	-0.4	2	i	i
Cc1ccsc1C(C(=O)NC(C)(C)C)N(C(=O)c1csnn1)c1ccccc1 (stereo not drawn)	1	i	i	i	i	i	i	-1.2	-6	i	i
CCCCc1nn(-c2cc(Cl)ccc2OC)c2c1C(=O)CCC2	0	i	i	i	i	i	i	-0.1	22	i	i
Cc1ccc(-n2nnnc2SCC(=O)NNC(=O)c2ccc([N+](=O)[O-])cc2)cc1	1	i	i	i	i	i	i	-0.3	-1	i	i
Cc1ccc(C)c(S(=O)(=O)NNC(=O)c2sc(NS(=O)(=O)c3ccccc3)nc2C)c1	3	i	i	i	i	i	i	-0.4	1	i	i
O=c1nc2n(c3c1oc1ccccc13)Cc1ccccc1-2	1	i	i	i	i	/	i	-0.1	-2	/	/
COc1ccc(CCNC(=O)C(=O)NCC2OCCCN2S(=O)(=O)c2cc(C)ccc2C)cc1 (stereo not drawn)	0	i	i	i	i	i	i	-0.1	-3	i	i
CCOC(=O)N1CCN(c2nc3ccc(C)cc3n3cnnc23)CC1	-4	i	i	i	i	/	i	-1.9	-1	/	/
O=C(Cc1nc2ccccc2[nH]c1=O)c1ccccc1	-5	i	i	i	i	/	i	4.8	16	/	/
CCOC(=O)c1[nH]c2ccccc2c1NC(=O)C(C)(C)C	-3	i	i	i	i	i	i	-0.1	5	i	i
O=C(CNC(=O)c1cccs1)NCC(=O)OCc1ccccc1Cl	-3	i	i	i	i	i	i	-0.2	2	i	i
CN(C1CCCCC1)S(=O)(=O)CCNC(=O)c1ccccc1	-4	i	i	i	i	i	i	2.1	-2	i	i
CCn1c2ccccc2c2nnc(SCC(=O)NC(CC(C)C)C(=O)OC)nc21 (stereo not drawn)	8	i	i	i	i	i	i	-0.4	-2	i	i
O=C(NNS(=O)(=O)c1cccc(Cl)c1Cl)c1cccc(S(=O)(=O)N2CCOCC2)c1	-13	i	i	i	i	i	i	-0.3	4	i	i
CN(CC(=O)NCc1ccccc1)Cc1ccc(Cl)cc1	-2	i	i	i	i	i	i	0.3	-7	i	i
COc1ccc(C)cc1S(=O)(=O)N(C)CC(=O)N1CCN(c2ccccc2)CC1	1	i	i	i	i	i	i	-0.5	14	i	i
Nc1ccccc1C(=O)NCCCN1CCN(c2cccc(Cl)c2)CC1	-1	i	i	i	i	i	i	-0.4	16	i	i
O=C(Nc1ccc(Oc2ccc(C(F)(F)F)cn2)c(Cl)c1)C1CC1	8	i	i	i	i	i	i	-0.7	-3	i	i
COc1ccc(N2C(=O)NC(NC(=O)c3ccncc3)(C(F)(F)F)C2=O)cc1 (stereo not drawn)	2	i	i	i	i	i	i	-0.3	-8	i	i
Nc1nn(S(=O)(=O)c2ccccc2)cc1-c1ccc([N+](=O)[O-])cc1	2	i	i	i	i	i	i	0.8	2	i	i
CCN(CC)P(=O)(Nc1cccc(C(F)(F)F)c1)c1ccc(N(C)C)cc1NC(=O)c1ccco1 (stereo not drawn)	13	i	i	i	i	i	i	-1.4	-1	i	i
CN1CCN(C(=O)CCN2C(=O)/C(=C/c3ccc(F)cc3)SC2=S)CC1	-1	i	i	i	i	i	i	0.8	-18	i	i
Cc1nn(C)c(C(=O)N2CCN(C(=O)c3ccco3)CC2)c1Br	2	i	i	i	i	i	i	-0.8	14	i	i
CSc1nnc(NC(=O)CCc2ccccc2)s1	-1	i	i	i	i	i	i	0.8	5	i	i
Cc1cccc(OCC(=O)NC(C)C(=O)N/N=C/c2c(OCc3ccccc3)ccc3ccccc23)c1 (stereo not drawn)	23	i	i	i	i	i	/	3.1	3	i	i
Cc1nn(C(C)C)c(C)c1CN1CCN(Cc2ccsc2)C(CCO)C1 (stereo not drawn)	1	i	i	i	i	i	i	0.0	1	i	i
C=CCNC(=O)C1CC(=O)N(c2ccc(OCC(=O)Nc3ccc(C)cc3)cc2)C1 (stereo not drawn)	0	i	i	i	i	i	i	-0.5	0	i	i
COc1ccc(-c2cn3c(C)c(C(=O)N4CCN(c5ccc(F)cc5)CC4)sc3n2)cc1	30	i	i	i	i	i	i	0.5	6	i	i
O=C(CSc1nnc(-c2cc3ccccc3cc2O)n1Cc1ccco1)N1CCc2ccccc2C1	19	i	i	i	i	i	i	-0.3	-13	i	i
O=C1CC(c2ccc(F)cc2)Sc2nc(-c3ccccc3)c(-c3ccccc3)n21 (stereo not drawn)	11	i	i	i	i	i	i	0.1	2	i	i
CC(=O)N1CCc2cc(S(=O)(=O)N3CCCCCC3)ccc21	-3	i	i	i	i	i	i	0.6	-7	i	i
Cc1sc(NC(=O)c2ccc(Br)s2)c(C(N)=O)c1C	1	i	i	i	i	i	i	1.9	1	i	i
COc1ccc(C(CCN2CCCCC2)c2c(OC)cc(OC)c3c(-c4ccccc4)cc(=O)oc23)cc1 (stereo not drawn)	6	i	i	i	i	i	i	-0.1	2	i	14*
CCC(C)(C)NC(=O)C(c1ccc(OC)cc1)N(C(=O)CCC(=O)Nc1cc(C)on1)C1CC1 (stereo not drawn)	0	i	i	i	i	i	i	-0.2	0	i	i
CC(C)CCNC(=O)C(=O)Nc1ccccc1	-2	i	i	i	i	i	i	2.2	7	i	i
CSc1ccccc1NC(=O)c1cnc2n(c1=O)CCS2	5	i	i	i	i	i	i	0.4	3	i	i
CCCCCc1ccc(OCCOCCn2c[n+](C)c3ccccc32)c(CCCCC)c1	84*	-7.6*	i	i	i	/	i	-1.1	-3	/	/
Cc1cccc(C)c1Nc1nnc(SCc2cc([N+](=O)[O-])cc3c2OCOC3)s1	1	i	i	i	i	i	i	-0.1	-7	i	i
NS(=O)(=O)c1ccc(NC(=O)c2ccc(S(=O)(=O)N3CCOCC3)o2)cc1	-6	i	i	i	i	i	i	-0.2	0	i	i
CCOc1ccc(NC(=O)c2ccc(CSc3nnc(C)s3)cc2)cc1	-5	i	i	i	i	i	i	0.9	8	i	i
O=C(Nc1cccc(-c2ccc(F)cc2)c1)C1CCCN(Cc2cccnc2)C1 (stereo not drawn)	-11	i	i	i	i	i	i	0.5	-11	i	i
CCC(=O)NC(=S)Nc1ccc(-c2nc3ccc(C)cc3s2)cc1	2	i	i	i	i	i	i	0.6	10	i	i
CCCCc1cc(=O)oc2cc(C)cc(OCC(=O)NC(Cc3ccc(Cl)cc3)C(=O)O)c12 (stereo not drawn)	10	-8.4*	i	i	i	i	i	-0.1	2	i	i
COC(=O)C1=C(C)N(C)C(=O)NC1c1cc2c(cc1[N+](=O)[O-])OCO2 (stereo not drawn)	1	i	i	i	i	i	i	-0.2	9	i	i
CCCCS/C(N)=N/N=C/c1cc(C)ccc1O	4	i	i	i	i	i	i	2.5	-2	i	i
CC(C)Nc1nc(NC(C)C)nc(N(C)C(N)=O)n1	-1	i	i	i	i	i	i	0.0	3	i	i
Cc1cccc(CC(=O)Nc2ccc(C(=O)N3CCCCC3)cc2)c1	21	i	i	i	i	i	i	1.6	3	i	i
COC(=O)C1CCN(C(=O)CC(NC(=O)C(F)(F)F)c2cccs2)CC1 (stereo not drawn)	-5	i	i	i	i	i	i	0.7	1	i	i
COc1ccc(CNC(=O)C2CSC(=O)C2)cc1 (stereo not drawn)	1	i	i	i	i	i	i	0.1	1	i	i

Looked up above.
CCCCS/C(N)=N/N=C/c1cc(C)ccc1O – Platelet DG rel: -2
Cc1cccc(C)c1Nc1nnc(SCc2cc([N+](=O)[O-])cc3c2OCOC3)s1 – Platelet DG rel: -7

More structures follow.
SMILES	SKKanGAS inh	RGS4 act	TRPC6 act	RGS4 inh	TRPC6 inh	MrgX1 antagonist	TRPC4 inh	HIF activator	Platelet DG rel	MrgX1 agonist	MrgX1 allo act
O=C(NCc1ccc[n+](CCCCS(=O)(=O)[O-])c1)c1ccc(OC(F)F)cc1	-3	i	i	i	i	i	i	-0.4	-2	i	i
O=C(CSc1nnc(-c2ccccc2)o1)NC1CCCCC1	0	i	i	i	i	i	i	0.5	-1	i	i
CC(C)(C)Sc1ccc([N+](=O)[O-])cc1C(=O)Nc1ccncc1	9	i	i	i	i	i	i	0.9	-2	i	i
CCCCCC(=O)NC(NC(=S)Nc1ccc(S(N)(=O)=O)cc1)C(Cl)(Cl)Cl (stereo not drawn)	-2	i	i	i	i	i	i	0.0	-6	i	i
CCOC(=O)Cc1nnc(NC(=O)CSc2ccc(C)cc2)s1	8	i	i	i	i	i	i	-0.3	14	i	i
